L3MBTL1 inh – inhibitors of human L3MBTL1. AlphaScreen L3MBTL1–H3K9me1 peptide binding. Potency, µM (top dose mostly 57.1 µM), for inactives: at the top dose activity, negative = inhibition, actives largely listed as inhibitors. 230,000 compounds, 0.66% hits. AID 485360; note: nearly all actives have a fitted effect of over 60% in size
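Displacement of a biotinylated histone H3(1-15) peptide monomethylated at Lys9 (75 nM) from L3MBTL1 (50 nM) was measured by AlphaScreen after a 30 min room-temperature compound incubation; cefsulodin titration served as intraplate control.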
TR SRC2 fluor cs – counter-screen for TRb-SRC2 inhibitors: fluorescence interference. TRb/SRC2 Texas Red total fluorescence interference. Potency, µM (titrated, usually from 106 µM), inactives show at the highest dose fluorescence change, negative = quenching. 280,000 compounds, 0.29% hits. AID 1479; active = well fitted curve in either direction with a large enough effect; inconclusive = small, poorly fitted or top-dose-only effect
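Human TRb ligand-binding domain at 0.6 uM with 20 nM Texas Red SRC2 peptide in Tris buffer containing 1 uM T3 and 5% DMSO, incubated with compound 5 h at ambient temperature. Total fluorescence (555/632 nm) calculated as parallel + 2 × perpendicular.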
GAA glycogen – alters human alpha-glucosidase cleavage of glycogen | 300,000 compounds, 0.38% hits | AID 2100 | P10253 | Potency, µM (top dose mostly 76.4 µM), without a hit: top-dose activity change, negative = inhibition, actives largely listed as inhibitors | recombinant GAA, glycogen substrate, Amplex Red glucose oxidase fluorescence;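 note: 0% = full enzyme reaction and -100% = no-enzyme basal signal; the screen sought inhibitors and activators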
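Recombinant enzyme (4 nM final) with compounds titrated up to 77 uM and bovine liver glycogen (30 ug) in citrate pH 5.0, 0.01% Tween-20, 37 C 40 min. Released glucose detected by Amplex Red/glucose oxidase (Ex 573/Em 610); AC50 from Hill fits.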
TRb-SRC2 inh – disrupts binding of human TR beta to SRC2; Potency, µM (highest dose often 106 µM), for inactives: top-dose activity change, negative = inhibition, hits mostly inhibitors; 280,000 compounds, 0.065% hits; P10828; TRbeta-SRC2 peptide binding, fluorescence polarization; receptor liganded with 1 µM T3;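 note: plate controls were bound peptide for no effect and peptide without receptor for full effect; nearly all actives have a fitted effect of over 50% in size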
Target sequence (P10828 whole entry, looked up): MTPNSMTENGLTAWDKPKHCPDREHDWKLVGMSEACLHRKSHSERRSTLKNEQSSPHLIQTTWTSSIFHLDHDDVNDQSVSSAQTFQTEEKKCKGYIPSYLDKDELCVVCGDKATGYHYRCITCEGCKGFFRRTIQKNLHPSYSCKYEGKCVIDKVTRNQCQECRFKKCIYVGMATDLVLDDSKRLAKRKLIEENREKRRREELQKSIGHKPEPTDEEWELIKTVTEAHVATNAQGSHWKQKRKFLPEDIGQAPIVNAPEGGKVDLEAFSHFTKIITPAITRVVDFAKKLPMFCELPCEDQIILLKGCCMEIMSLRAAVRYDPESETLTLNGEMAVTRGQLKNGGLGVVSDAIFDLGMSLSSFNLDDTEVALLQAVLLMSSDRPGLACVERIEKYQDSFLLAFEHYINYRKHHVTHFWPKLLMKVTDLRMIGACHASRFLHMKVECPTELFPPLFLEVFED
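Compounds were added to 0.6 uM TRb ligand-binding domain and 20 nM Texas Red-labeled SRC2 peptide in Tris buffer containing 1 uM T3, incubated 5 hr at ambient temperature, then read by fluorescence polarization.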
Numbers without * were called inactive; ? = inconclusive; . = not tested or not shown; [ ] = dose if it differs, or a comment. Unless noted, calls come from the whole dose curve; as a rule, active = well fitted curve in the direction sought with a large enough effect; inconclusive = small, poorly fitted or top-dose-only effect, or another doubt; inactive = no such curve, though single readings can be large; an effect the other way counts as inactive or inconclusive. Unless noted, % is set by controls: 0 for no effect and ±100 for the full control effect; potency is the fitted concentration of half-maximal effect. Not all compounds are listed; count on the stated rates, not on these rows.

SMILES | GAA glycogen | TRb-SRC2 inh | L3MBTL1 inh | TR SRC2 fluor cs
CC1=C(C(=O)OCc2ccccc2)C(c2cccc(Cl)c2Cl)NC(=O)N1CCCCCC(=O)O (stereo unspecified) | -4%[76.3 µM] | . | -2% | .
O=C(Nc1ccc(F)cc1F)C1CCN(c2ncnc3c2sc2cccc(F)c23)CC1 | 1%[76.3 µM] | . | 1% | .
COc1ccc(OC)c(NC(=O)COc2ccc(Br)cc2)c1 | 14%[76.3 µM] | . | 1% | .
C/C=C/COC(=O)C1=C(C)NC(=O)NC1c1ccc2c(c1)OCO2 (stereo unspecified) | 11%[76.3 µM] | . | 0%[2.29 µM] | .
Cc1ccc2nc(Nc3ccccc3)cc(C)c2c1 | 10%[76.3 µM] | . | 1%[2.29 µM] | .
COC(=O)CN1C(=O)[C@H]2[C@@H](c3ccc(C)o3)N3C(=O)CN(Cc4ccc(-c5ccccc5)cc4)C(=O)[C@@]3(C)[C@H]2C1=O | 12%[76.3 µM] | . | 8% | .
CC(NC(=O)C(NS(=O)(=O)c1cccc2nsnc12)C(C)C)c1ccccc1 (stereo unspecified) | 3%[76.3 µM] | . | 1% | .
COc1cccc(C(=O)Nc2ccc(NC(=O)c3cc4ccccc4o3)c(OC)c2)c1 | 0%[76.3 µM] | . | 7% | .
CCOc1ccc(Br)cc1CNCc1cccnc1 | -14%[76.3 µM] | . | 5% | .
Brc1ccccc1OCCN1CCOCC1 | 1%[76.3 µM] | . | 1% | .
Cc1ccc(Cl)cc1NS(=O)(=O)c1ccc2c(c1)NC(=O)C(C)C(=O)N2 (stereo unspecified) | -2%[76.3 µM] | . | 3% | .
COc1cc(C(=S)N2CCOCC2)ccc1OS(=O)(=O)c1ccc(C)cc1 | 11%[76.3 µM] | . | -2% | .
CC(C)(C)N1C(=O)c2ccc(C(=O)Nc3cc(C(=O)O)cc(C(=O)O)c3)cc2C1=O | -2%[76.3 µM] | . | 3%[2.29 µM] | .
COc1cc(-c2nc3ccccc3nc2-c2ccc(O)c(OC)c2)ccc1O | -13%[76.3 µM] | . | -4% | .
CC(Cc1ccccc1)C(=O)Nc1ccc(Br)cc1 (stereo unspecified) | -3%[76.3 µM] | . | 9% | .
O=C(Nc1cc(Cl)ccc1Cl)C1CCCO1 (stereo unspecified) | 5%[76.3 µM] | . | -1% | .
COc1cccc(NC(=O)Nc2nnc(Cc3ccccc3)s2)c1 | 0%[76.3 µM] | . | 3% | .
NC(=O)c1oc2ccccc2c1NC(=O)Cc1ccccc1 | 15%[76.3 µM] | . | 0% | .
O=C(CSc1nc2ccccc2nc1N1CCCCC1)N1CCN(c2ccccc2)CC1 | -5%[76.3 µM] | . | 4% | .
Cc1ccc(S(=O)(=O)N(C)c2ccccc2C(=O)Nc2c(F)cccc2F)cc1 | -5%[76.3 µM] | . | 2% | .
O=C1NC(=Nc2ccccc2Cl)S/C1=C\c1cc([N+](=O)[O-])ccc1O | -13%[76.3 µM] | . | -7% | .
Cc1cccc(NC(=O)CCN2CCC(C(N)=O)CC2)c1 | -5%[76.3 µM] | . | 8% | .
Cc1cccc(N2CCN(C(=O)CCC(=O)N3CC(C)Oc4ccccc43)CC2)c1C (stereo unspecified) | -7%[76.3 µM] | . | -4% | .
COc1ccc(CC2=CC(=O)c3ccccc3C2=O)cc1 | -9%[76.3 µM] | . | ? | .
COc1ccc(Nc2nc(OC)nc(OC)n2)cc1 | -2%[76.3 µM] | . | 3% | .
COc1ccc(OC)c(CN2CCCCCC2)c1 | -5%[76.3 µM] | . | 0% | .
CC(=O)c1cccc(NC(=O)c2ccc3c(c2)OCO3)c1 | -5%[76.3 µM] | . | -12% | .
COc1ccccc1N1CCN(C(=O)c2cc3ccccc3[nH]2)CC1 | -8%[76.3 µM] | . | -3% | .
CCCc1cc(=O)oc2c(C)c(OCC(=O)N3CCC[C@@H]3C(=O)O)ccc12 | -6%[76.3 µM] | . | 0% | .
COc1cc(C(=O)NCCCCc2ccccc2)cc(OC)c1OC | -10%[76.3 µM] | . | -3% | .

Reformatted as labelled records: part of the list above
O=C(Nc1cc(Cl)ccc1Cl)C1CCCO1 (stereo unspecified)
  GAA glycogen: 5%[76.3 µM]; TRb-SRC2 inh: .; L3MBTL1 inh: -1%; TR SRC2 fluor cs: .

COc1ccccc1N1CCN(C(=O)c2cc3ccccc3[nH]2)CC1
  GAA glycogen: -8%[76.3 µM]; TRb-SRC2 inh: .; L3MBTL1 inh: -3%; TR SRC2 fluor cs: .

Other entries:
SMILES | GAA glycogen | TRb-SRC2 inh | L3MBTL1 inh | TR SRC2 fluor cs
CCC(C(=O)NC1CC(C)(C)NC(C)(C)C1)c1ccccc1 (stereo unspecified) | 1%[76.3 µM] | . | 3%[2.29 µM] | .
CCOC(=O)c1ccc(NC(=O)CNC(=O)c2ccco2)cc1 | -2%[76.3 µM] | . | 10% | .
O=C1NN(c2ccccc2)C(=O)/C1=C/c1ccc(-c2ccc(C(=O)O)cc2)o1 | -1%[76.3 µM] | . | 13µM* | .
C#CCN(CC=C)C(=O)C1CCC(=O)N(CCCc2ccccc2)C1 (stereo unspecified) | -15%[76.3 µM] | . | 0% | .
CC1(C)CCC(=O)C=C1Nc1ccc(F)c(Cl)c1 | 2%[76.3 µM] | . | 7% | .
O=C(COc1ccccc1Cl)N1CCCCCCC1 | -5%[76.3 µM] | . | -2% | .
Cc1cccc(N2CCN(CC3CCCCC3)CC2)c1C | 22%[76.3 µM] | . | -6% | .
Cc1cccc(CC2CC(=O)N(c3ccc(C)cc3Br)C2=O)c1 (stereo unspecified) | -4%[76.3 µM] | . | -1% | .
COc1ccc(C2Nc3ccccc3C(=O)N2Cc2ccccc2)cc1 (stereo unspecified) | -17%[76.3 µM] | . | 0% | .
Clc1cccc(N2CCN(Cc3ccc(Br)o3)CC2)c1 | -16%[15.3 µM] | . | 16% | .
O=C(CNC(=O)c1ccc(Br)o1)Nc1ccccc1 | 12%[76.3 µM] | . | -3% | .
CCOc1ccc(NC(=O)c2cccc(NC(=O)c3ccccc3)c2)cc1 | 5%[76.3 µM] | . | -6% | .
Cn1c(=O)n(CC(=O)O)c(=O)c2c1nc1n2CCCN1CCc1ccccc1 | -5%[76.3 µM] | . | -1% | .
Cc1ccc(NC(=S)NCc2ccccc2)c(C)c1 | -2%[76.3 µM] | . | -3% | .
Cc1ccc(N2CCN(CC(O)COc3ccccc3)CC2)cc1 (stereo unspecified) | -2%[76.3 µM] | . | 1% | .
C=CCN(c1nc(C)c(Br)c(OC)n1)S(=O)(=O)c1ccc(C)cc1 | 2%[76.3 µM] | . | 14% | .
COc1cccc(NC(=O)C2C3C=CC(C3)C2C(=O)O)c1 (stereo unspecified) | -7%[15.3 µM] | . | -3% | .
CC(CCc1ccccc1)NC(=O)c1cccc(F)c1 (stereo unspecified) | -9%[76.3 µM] | . | 3% | .
COC(=O)c1ccccc1NS(=O)(=O)c1ccc2c(c1)oc(=O)n2C | -2%[76.3 µM] | . | 2%[2.29 µM] | .
COc1ccc(CNC2CC(C)N(C)CC2C)cc1OC (stereo unspecified) | 1%[76.3 µM] | . | 10% | .
O=C(NCCN1CCCCC1)Nc1cccc(F)c1 | -10%[76.3 µM] | . | 0% | .
Cc1cc(Cl)ccc1NC(=S)NCC(O)c1ccccc1 (stereo unspecified) | 4%[76.3 µM] | . | -5%[2.29 µM] | .
CCOC(=O)/C=C1\CN(Cc2cc(OC)c(OC)c(OC)c2)S(=O)(=O)c2ccc(C(F)(F)F)cc21 | -4%[76.3 µM] | . | -1% | .
Cn1c(=O)[nH]c(=O)c2c1nc(N1CCN(CCO)CC1)n2Cc1ccccc1Cl | -3%[76.3 µM] | . | -2% | .
CC1CCN(S(=O)(=O)c2ccc3[nH]c(=O)ccc3c2)CC1 | 17%[76.3 µM] | . | 12% | .
NC(=O)CC(NC(=O)c1cccc(Br)c1)c1ccc(N2CCN(c3ccc(F)cc3)CC2)c([N+](=O)[O-])c1 (stereo unspecified) | -3%[76.3 µM] | . | -6% | .
CCN(Cc1ccc(NC(C)=O)cc1)CC1CCCN(CCc2cccc(OC)c2)C1 (stereo unspecified) | 11%[76.3 µM] | . | 3% | .
COC(=O)c1ccccc1NC(=O)CN(c1ccc(C)cc1)S(C)(=O)=O | -14%[0.611 µM] | . | 2% | .
CC(=O)N1CCN(c2ccc(NC(=O)c3ccccc3Cl)cc2)CC1 | 14%[76.3 µM] | . | -4% | .
OCCC1CN(Cc2ccc(F)cc2)CCN1CCc1ccccc1 (stereo unspecified) | -7%[76.3 µM] | . | -3% | .
c1ccc(CCc2cn(C[C@H]3CC[C@@H]([C@@H]4CC[C@H](Cn5cc(CCc6ccccc6)nn5)O4)O3)nn2)cc1 | 22%[76.3 µM] | . | 7% | .
O=C(Nc1ccccc1Cl)C1C(c2ccccc2)C1(Cl)Cl (stereo unspecified) | -7%[76.3 µM] | . | 6% | .
O=C(NCC(NS(=O)(=O)OCC(Cl)(Cl)Cl)c1ccccc1)C(F)(F)F (stereo unspecified) | 12%[76.3 µM] | . | -1% | .
COc1ccccc1OC(=O)Cc1cccc2ccccc12 | -25%[76.3 µM] | . | 44%[activator] | .
O=Cc1c[nH]c2ccc(C(=O)c3ccccc3)cc12 | -10%[76.3 µM] | . | -14% | .
COC(=O)C1=C(C)N(Cc2ccccc2)C(=NCCN2CCOCC2)N[C@H]1CCc1ccccc1 | -8%[76.3 µM] | . | 1% | .
O=C(O)COc1ccccc1-c1nc(-c2ccccc2)c(-c2ccccc2)[nH]1 | -3%[76.3 µM] | . | -5% | .
Cc1nnc(NC(=O)CSCc2cc(=O)c3ccccc3[nH]2)s1 | . | 0% | ? | -2%
O=C1CCc2cc(S(=O)(=O)NCc3ccc(Cl)cc3)cc3c2N1CC3 | . | -2% | -7% | -2%
Cc1cccc(NC(=O)CSc2nc(-c3ccco3)nc3cc(=O)[nH]n23)c1 | . | 2% | 3% | -2%
COc1ccccc1NC(=O)CCn1cnc2ccccc2c1=O | . | -10% | -4% | 0%
COc1cccc(NS(=O)(=O)c2ccc3[nH]cc(C(=O)NCCc4ccc(C)cc4)c(=O)c3c2)c1 | . | -18% | ? | ?
COc1ccc(CNC(=O)c2ccc(CS(=O)(=O)c3ccc(Br)cc3)o2)cc1 | . | 1% | 0% | 2%
O=C(Nc1nc2c(F)cc(F)cc2s1)c1ccc2c(c1)OCCO2 | . | 4% | -3% | -2%
O=C(Nc1ccc(F)cc1)c1ccc2c(=O)n3c(nc2c1)CCCCC3 | . | -5% | 3% | -2%
Cn1sccc1=O | . | -5%[201 µM] | 0% | 3%[201 µM]
COc1ccccc1CNS(=O)(=O)c1cc2c3c(c1)CCN3C(=O)CC2 | . | 5% | -4% | -1%

Compounds above that have a furan ring, fused or not:
SMILES | GAA glycogen | TRb-SRC2 inh | L3MBTL1 inh | TR SRC2 fluor cs
COC(=O)CN1C(=O)[C@H]2[C@@H](c3ccc(C)o3)N3C(=O)CN(Cc4ccc(-c5ccccc5)cc4)C(=O)[C@@]3(C)[C@H]2C1=O | 12%[76.3 µM] | . | 8% | .
COc1cccc(C(=O)Nc2ccc(NC(=O)c3cc4ccccc4o3)c(OC)c2)c1 | 0%[76.3 µM] | . | 7% | .
NC(=O)c1oc2ccccc2c1NC(=O)Cc1ccccc1 | 15%[76.3 µM] | . | 0% | .
CCOC(=O)c1ccc(NC(=O)CNC(=O)c2ccco2)cc1 | -2%[76.3 µM] | . | 10% | .
O=C1NN(c2ccccc2)C(=O)/C1=C/c1ccc(-c2ccc(C(=O)O)cc2)o1 | -1%[76.3 µM] | . | 13µM* | .
Clc1cccc(N2CCN(Cc3ccc(Br)o3)CC2)c1 | -16%[15.3 µM] | . | 16% | .
O=C(CNC(=O)c1ccc(Br)o1)Nc1ccccc1 | 12%[76.3 µM] | . | -3% | .
Cc1cccc(NC(=O)CSc2nc(-c3ccco3)nc3cc(=O)[nH]n23)c1 | . | 2% | 3% | -2%
COc1ccc(CNC(=O)c2ccc(CS(=O)(=O)c3ccc(Br)cc3)o2)cc1 | . | 1% | 0% | 2%

From PubChem BioAssay
